NLRP3 yeast inh: NALP3 inflammasome inhibitors in reconstituted yeast, primary screen, luminescence, uHTS; inhibition, % at 10 µM; hit rate 0.39% among 330,000; Yeast reconstituted NLRP3/ASC/caspase-1, beta-gal luminescence, 24 h;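 active = inhibition of 50% or more; inactive = inhibition below 50%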;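 note: plate controls were induced DMSO wells for no effect and uninduced yeast grown without galactose for full effect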
mIAP inh: inhibitors of mouse IAP, primary screen, biochemical, luminescence, uHTS | intestinal alkaline phosphatase [Mus musculus] | purified mouse IAP, CDP-Star luminescence, 30 min | inhibition, % at 10 µM | hit rate 0.2% among 330,000;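 active = inhibition of at least 40% at 10 µM in the primary screen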;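 note: plate controls were DMSO with enzyme for no effect and no enzyme wells for full effect; values of inactives mirror those of a sister screen read the other way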
mIAP activ: activators of mouse IAP, primary screen, biochemical, luminescence, uHTS | intestinal alkaline phosphatase [Mus musculus] | muIAP, CDP-Star luminescence, 30 min; stronger effect = higher value; 1 = vehicle-only enzyme signal, 0 = enzyme-free wells | activation factor at 10 µM | hit rate 0.24% among 330,000 | AID 2805, 2010;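 active = activation factor of at least 2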; note: the source names both 10 and 20 µM as test concentration; values of inactives mirror those of a sister screen read the other way
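Assay system: mouse IAP enzyme; reagent: chemiluminescent substrate CDP-Star; dosing: test compounds delivered from DMSO solution; schedule: 30 min at room temperature; measured by: luminescence from enzymatic CDP-Star hydrolysis; controls: DMSO-only wells and no-enzyme negative control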
APOBEC3G inh: APOBEC3G DNA deaminase inhibitors, primary screen, biochemical, fluorescence, single-stranded DNA substrate, uHTS; AID 493012, 2011; recombinant A3G, ssDNA deamination FAM/TAMRA fluorescence; inhibition, % at 20 µM; hit rate 0.28% among 330,000;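 active = inhibition of at least 40% at 20 µM, with no more than 30% in the related APOBEC3A deaminase screen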;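 note: plate controls were DMSO wells with A3G for no effect and wells lacking A3G enzyme for full effect; some compounds called inactive have numbers as strong as hits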
Target sequence (Q9HC16 whole entry, looked up): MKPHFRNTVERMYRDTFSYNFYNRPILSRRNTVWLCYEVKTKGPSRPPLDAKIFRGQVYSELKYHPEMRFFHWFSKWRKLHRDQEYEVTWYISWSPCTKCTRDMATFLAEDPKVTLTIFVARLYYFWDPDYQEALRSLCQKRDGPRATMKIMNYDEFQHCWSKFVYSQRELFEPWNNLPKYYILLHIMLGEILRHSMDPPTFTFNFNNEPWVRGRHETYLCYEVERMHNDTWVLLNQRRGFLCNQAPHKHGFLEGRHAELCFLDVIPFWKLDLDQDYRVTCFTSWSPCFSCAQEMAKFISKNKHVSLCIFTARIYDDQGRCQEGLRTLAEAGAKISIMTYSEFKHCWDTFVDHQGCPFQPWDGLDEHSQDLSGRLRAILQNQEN
hIAP act: human IAP activators, primary screen, biochemical, luminescence, uHTS. activation factor at 10 µM. purified human IAP, CDP-Star luminescence, 30 min; stronger effect = higher value; 1 = vehicle-only enzyme, 0 = enzyme-free background. AID 2524, 2010. hit rate 0.16% among 330,000;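 active = activation factor of the enzyme at least 2-fold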; note: the source names both 10 and 20 µM as test concentration; values of inactives mirror those of a sister screen read the other way
A3A deaminase: APOBEC3A ssDNA deaminase inhibitors, primary screen, selectivity assay for APOBEC3G inhibitor project, biochemical, FAM/TAMRA oligo cleavage fluorescence | hit rate 0.41% among 330,000 | DNA dC->dU-editing enzyme APOBEC-3A (Homo sapiens), P31941 | inhibition, % at 20 µM | recombinant A3A, FAM/TAMRA ssDNA deamination fluorescence;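 active = at least 40% inhibition at 20 µM here, with at most 30% in a related deaminase screen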;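 note: plate controls were A3A with DMSO for no effect and wells lacking A3A enzyme for full effect; some results filed as inactive read as strong as hits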
Target sequence (P31941 whole entry, looked up): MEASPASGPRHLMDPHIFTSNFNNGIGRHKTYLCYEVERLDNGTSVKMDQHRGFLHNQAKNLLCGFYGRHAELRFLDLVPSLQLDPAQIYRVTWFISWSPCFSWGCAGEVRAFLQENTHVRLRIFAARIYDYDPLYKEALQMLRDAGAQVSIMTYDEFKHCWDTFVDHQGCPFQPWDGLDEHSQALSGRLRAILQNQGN
hIAP block: human IAP inhibitors, primary screen, biochemical, luminescence, uHTS; purified IAP, CDP-Star luminescence, 30 min; inhibition, % at 10 µM; hit rate 0.12% among 330,000;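 active = inhibition reaching a set limit with compound at 10 µM in the primary screen, cut at about 35% in these data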;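 note: plate controls were DMSO wells with enzyme for no effect and no-enzyme buffer wells for full effect; values of inactives mirror those of a sister screen read the other way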
beta cell repl: inducers of MIN6 beta-cell proliferation, primary screen, ATP luminescence, uHTS; MIN6 cells proliferation, ATPlite luminescence, 48 h; cells starved in 0.2% serum; 100% = growth in 10% serum; proliferation, % at 10 µM; hit rate 0.29% among 330,000; AID 2380, 2010;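 active = compounds whose signal lies at least 3.5 SD above the mean of all wells on their plate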;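 note: 0% = DMSO-treated cells in low-serum medium and 100% = 10% serum control; some compounds called inactive have numbers as strong as hits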
SENP1 FRET inh: human SENP1 catalytic domain inhibitors, primary screen, biochemical, FRET, uHTS; inhibition, % at 10 µM; hit rate 0.21% among 360,000; Sentrin-specific protease 1 (Homo sapiens), Q9P0U3; recombinant SENP1 catalytic domain, CyPet-SUMO1-YPet FRET cleavage;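 active = inhibition at least 30% at 10 µM, raw YFP signal under a set limit, fluorescence ratio 0.5 to 1.5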;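 note: 0% = enzyme with DMSO and 100% = no enzyme wells; some results filed as inactive read as strong as hits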
Target sequence (Q9P0U3 419-644 limits assumed): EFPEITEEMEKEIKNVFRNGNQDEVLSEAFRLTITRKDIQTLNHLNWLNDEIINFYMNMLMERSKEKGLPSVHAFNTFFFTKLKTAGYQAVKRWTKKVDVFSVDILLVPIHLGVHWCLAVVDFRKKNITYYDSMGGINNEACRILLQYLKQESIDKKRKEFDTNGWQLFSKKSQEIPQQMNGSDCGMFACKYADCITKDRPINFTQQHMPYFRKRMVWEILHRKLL
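Material: hSENP1 catalytic domain, recombinant; medium: Tris pH 8 with BME, BSA, NP40 and catalase; compound: single concentration of 10 µM compound, 0.5% DMSO final; technique: FRET read of cyan and yellow fluorescence; timing: 50 min enzyme reaction, room temperature, light-protected; reagent: SFCypet-SUMO1-SFYpet substrate at 25 nM; control set: no-enzyme low, enzyme-DMSO high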
The depositor's hits bear a star. Only part of the results is shown, so the mix of outcomes need not match the whole.

Sample of the layout (three entries):
SMILES	NLRP3 yeast inh	mIAP inh	mIAP activ	APOBEC3G inh	hIAP act	A3A deaminase	hIAP block	beta cell repl	SENP1 FRET inh
CC(NS(=O)(=O)c1c(N)n(C)c(=O)n(C)c1=O)c1ccccc1 (configuration not stated)	6	4	0.96	-5	1.1	-2	-8	4	-2
Cc1cc(C)cc(OCC(=O)Nc2cccc(-c3nc4ncccc4o3)c2)c1	31	5	0.95	4	1	9	-3	-2	0
C=CCn1c(Oc2ccccc2)nc2c1c(=O)n(C)c(=O)n2C	12	5	0.95	-4	0.92	1	8	-2	0

All compounds of this part (from the top)
SMILES	NLRP3 yeast inh	mIAP inh	mIAP activ	APOBEC3G inh	hIAP act	A3A deaminase	hIAP block	beta cell repl	SENP1 FRET inh
CC(NS(=O)(=O)c1c(N)n(C)c(=O)n(C)c1=O)c1ccccc1 (configuration not stated)	6	4	0.96	-5	1.1	-2	-8	4	-2
Cc1cc(C)cc(OCC(=O)Nc2cccc(-c3nc4ncccc4o3)c2)c1	31	5	0.95	4	1	9	-3	-2	0
C=CCn1c(Oc2ccccc2)nc2c1c(=O)n(C)c(=O)n2C	12	5	0.95	-4	0.92	1	8	-2	0
COCCN(CCOC)C(=O)COC(=O)c1ccc(Cl)c(S(=O)(=O)N(C)c2ccccc2)c1	6	7	0.93	-2	1.1	-5	-14	-3	1
Cc1nc(-c2ccc(Cl)cc2)sc1C1(C)CC(c2ccccc2Br)=NO1 (configuration not stated)	6	9	0.91	-5	0.95	-2	5	-6	3
O=[N+]([O-])c1ccc(/C=C/c2ccc3cccc(O)c3n2)cc1	18	-1	1	-4	1.3	-3	-29	-6	3
CC(C)(C)c1[nH]nc2c1C(C1C=CCCC1)C(C#N)=C(N)O2 (configuration not stated)	13	0	0.99	-2	0.96	1	4	-1	1
Cc1ccccc1OCC(=O)NN1Cc2ccccc2C1=N	1	-8	1.1	3	1	2	-4	-1	4
Cc1cc(=O)[nH]c(SCC(=O)NCCc2ccccc2)n1	1	3	0.97	-7	0.78	-6	22	1	2
Cc1csc(NC(=O)c2ccc(C)o2)n1	19	-6	1.1	-5	1.2	-9	-22	0	-3
C(=C/c1ccnc2nc(SC/C=C/c3ccccc3)nn12)/c1ccccc1	12	6	0.94	-4	1.2	0	-16	-6	-2
COc1ccc(C(=O)N[C@H](C(=O)NCc2ccccc2)C(C)C)cc1	7	2	0.98	-10	0.82	-2	18	0	2
CC(=O)N1CCN(c2ccc(NC(=O)C(C)Oc3ccc(Cl)cc3Cl)cc2)CC1 (configuration not stated)	21	-17	1.2	-3	0.9	-4	10	-1	-1
COc1ccc(C(=O)O/N=C(\C)c2cnccn2)cc1	13	0	1	-4	1	-1	-3	0	7
CC1CCN(c2[nH]c(=S)c(C#N)c3c2CCCC3)CC1	17	0	1	-6	0.76	-3	24	-4	-8
CC1Cc2nc(SCC(N)=O)n(C)c(=O)c2S1 (configuration not stated)	9	2	0.98	-2	1	-2	0	-2	-3
O=C(Cc1ccccc1)NCc1ccc2c(c1)OCO2	-2	-10	1.1	4	0.94	2	6	4	1
Cc1cc(C(=O)N/N=C/c2cccnc2)c(C)o1	6	0	1	0	0.96	-6	4	-3	0
Cc1cccc(CN2CCN(c3nc4nonc4nc3NC3CC3)CC2)c1	0	7	0.93	-1	1	2	-4	-1	-13
NC(=O)CC(NC(=O)Cc1ccc(Br)cc1)c1ccc(NCCN2CCCCC2)c([N+](=O)[O-])c1 (configuration not stated)	12	11	0.89	-8	0.91	-5	9	-2	1
CCOC(=O)Cc1csc(NC(=O)c2cccs2)n1	28	-3	1	-1	1.1	5	-5	-3	2
O=C(COC(=O)c1cccnc1Cl)Nc1ncc(Cl)cc1Cl	11	-3	1	12	1	-4	0	-3	-1
CC(C)n1nccc1NC(=O)Nc1ccccc1	13	-2	1	-8	0.95	-4	5	-3	1
COc1cc(/C=C/c2ccc3cccc(OC)c3n2)c(OC(C)=O)c([N+](=O)[O-])c1	39	15	0.85	-3	1.1	3	-6	-4	2
CCOC(=O)C(CCCCOc1ccc([N+](=O)[O-])cc1)C(=O)OCC	17	-7	1.1	-4	1.1	-3	-13	-2	0
The list goes on.
SMILES	NLRP3 yeast inh	mIAP inh	mIAP activ	APOBEC3G inh	hIAP act	A3A deaminase	hIAP block	beta cell repl	SENP1 FRET inh
COc1ccc(CN(C)CC(=O)Nc2cccc(S(N)(=O)=O)c2)c(OC)c1OC	-8	-4	1	-9	1	-3	-4	0	1
COc1ccc(S(=O)(=O)Nc2ccccn2)cc1C	6	7	0.93	-7	0.9	-5	10	-3	0
O=C(N/N=C/c1ccc(Cl)cc1)C1CC12CCC2 (configuration not stated)	8	-8	1.1	-3	1.1	1	-10	-1	2
Cc1nc(Nc2cccc(C(C)O)c2)c2nnn(Cc3ccc(F)cc3)c2n1 (configuration not stated)	2	0	1	-6	1.1	2	-5	2	-2
CCn1cc(C(=O)NCCCOC)c(=O)c2cc(S(=O)(=O)N(C)C)ccc21	17	-5	1	-5	1.2	0	-20	-5	1
O=C(Nc1ccc2c(c1)C(=O)NC2=O)c1ccccc1	3	4	0.96	-2	1	1	0	1	0
CCCn1c(SCC(=O)N2CCCc3ccccc32)nnc1-c1ccco1	5	2	0.98	2	1	5	-5	5	0
Cc1c(CNC(=O)c2cnn3c2NC(c2ccccc2)CC3C(F)(F)F)cnn1C (configuration not stated)	15	-3	1	-5	0.93	-4	7	-2	1
O=C(Nc1ccc2oc(-c3ccccc3F)nc2c1)c1ccccc1F	47	6	0.94	-6	0.94	-4	6	-3	0
CCCN(/C=N/c1sc2c(c1C#N)CCCCC2)CCC	2	14	0.85	3	0.86	1	14	-3	-36
C=Cc1ncc(OC)c2c1[nH]c1ccccc12	60*	3	0.97	4	0.89	-3	12	-6	0
CN(C)c1ccc(CNC2C3CC4CC(C3)CC2C4)cc1 (configuration not stated)	10	9	0.91	-10	0.87	-8	13	-3	-2
CCOc1ccccc1NS(=O)(=O)c1cc2c3c(c1)C(C)C(=O)N3CCC2 (configuration not stated)	19	-1	1	-5	0.92	-2	8	2	-3
Cc1ccc(C(=O)NCCn2cc(SCC(=O)Nc3cc(C)on3)c3ccccc32)cc1	7	-5	1.1	-2	0.96	0	4	-2	2
O=C(CN1C(=O)/C(=C/c2cccc(Br)c2)SC1=S)NCCCN1CCOCC1	7	18	0.82	7	1.2	-3	-20	0	0
COc1cc(NC(=S)NCCCN2CCOCC2)cc(OC)c1	6	-3	1	1	1	1	-1	0	1
CN(CC(=O)Nc1cccc(F)c1)C(=O)CCCNC(=O)c1ccc(Cl)cc1	7	-2	1	-7	0.99	3	0	-3	2
NS(=O)(=O)c1cccc(NC(=O)CCSc2ccccc2Cl)c1	7	-5	1.1	0	0.97	1	3	0	2
COc1ccc(C)cc1S(=O)(=O)N1CCCC(C(=O)N2CCOCC2)C1 (configuration not stated)	4	3	0.97	-4	1.2	0	-19	-4	2
Cc1ccccc1/C=C/C(=O)N1CCOCC1	19	-1	1	3	1	2	0	-2	2
COc1cccc(CN(C(=O)/C=C/c2ccco2)C2CCS(=O)(=O)C2)c1 (configuration not stated)	4	-1	1	-1	1	1	0	1	-2
Nc1ccc(N2CCN(c3ccc(Cl)c(Cl)c3)CC2)cc1	17	5	0.95	-4	1	-1	-1	-3	4
COc1ccc(NC(=O)C2CCCN(S(=O)(=O)c3ccc4[nH]c(=O)ccc4c3)C2)cc1 (configuration not stated)	5	10	0.9	-4	0.96	1	4	2	0
O=C(Nc1ccon1)c1ccc(Br)o1	15	7	0.93	-7	0.86	-2	14	-4	0
NS(=O)(=O)c1cccc(NC(=O)CCS(=O)(=O)c2ccc(Cl)cc2)c1	-7	5	0.95	-9	0.98	-3	2	-2	2
(more compounds)
SMILES	NLRP3 yeast inh	mIAP inh	mIAP activ	APOBEC3G inh	hIAP act	A3A deaminase	hIAP block	beta cell repl	SENP1 FRET inh
CCCCc1ccc(-c2csc(/C(C#N)=C\c3ccc(C)o3)n2)cc1	6	15	0.85	-7	1	-2	0	-4	-25
Cc1cc(C)cc(N(C(=O)c2cccs2)C2C=CS(=O)(=O)C2)c1 (configuration not stated)	-10	6	0.94	-6	0.95	-2	4	0	1
O=CN1CCCN(Cc2nc(-c3cccc(Cl)c3)no2)CC1	14	11	0.89	-7	0.99	-4	1	1	0
O=C(NCc1cccnc1)C1CCCN(S(=O)(=O)c2ccc(Cl)cc2)C1 (configuration not stated)	5	-9	1.1	-4	0.89	-3	11	-2	1
O=[N+]([O-])c1cc(C(F)(F)F)ccc1NC1CCN(Cc2ccccc2)CC1	47	17	0.83	0	0.94	1	6	-4	0
CN(CC(=O)Nc1ccc(F)cc1)C(=O)c1cc([N+](=O)[O-])ccc1N1CCOCC1	-2	1	0.99	-3	1.2	-2	-19	-3	2
O=S(=O)(NCc1ccco1)c1cnc(Cl)c(Br)c1	17	1	0.99	1	0.95	2	5	-3	1
Cc1cccc(/C=N/Nc2nncc3ccccc23)c1	5	15	0.85	-3	1	3	-1	-5	1
C/C=C/C(=O)OCC(=O)Nc1cccc(F)c1	20	-3	1	-17	0.98	-2	2	0	2
CC1CCN(C(=O)COc2cccc3c2CCN(C)C3=O)CC1	1	3	0.97	-5	1.1	7	-6	2	-4
CN1CCc2nc3ccc(Cl)cc3c(-c3ccccc3Cl)c2C1	57*	3	0.97	-6	0.93	-2	8	-4	4
COc1ccc(CC(=O)Nc2ncc([N+](=O)[O-])s2)cc1OC	-9	26	0.74	4	0.76	4	24	2	-11
O=S(=O)(c1ccc(N2CCOCC2)c(Cl)c1)N1CCOCC1	14	-8	1.1	-3	1.1	2	-6	-1	2
COC(=O)C1=CN(CC2CCCO2)C=C(C(=O)OC)C1c1ccccc1C(F)(F)F (configuration not stated)	20	-38	1.4	4	0.98	0	2	0	-29
Cc1nn(CC(=O)N(C)Cc2ccc(F)cc2)c(C)c1[N+](=O)[O-]	15	6	0.94	-2	0.93	1	7	-1	3
CC(C)=NOc1nc(NC(=O)NS(=O)(=O)c2ccccc2Cl)nc(N(C)C)n1	14	-1	1	-11	0.94	-3	6	1	-1
CCOC(=O)N1CCN(C(=O)C2CCC(CNS(=O)(=O)c3ccc(Cl)cc3)CC2)CC1 (configuration not stated)	2	4	0.96	-3	1.1	-2	-8	-3	-3
CCOc1ccc(N(C(=O)/C=C/C(=O)Nc2cc(C)on2)C(C(=O)NC2CCCC2)c2ccccc2C)cc1 (configuration not stated)	5	10	0.9	-1	1	-1	0	-4	0

Assay outcomes (PubChem BioAssay)
